# Screens (PubChem BioAssay)
# All columns: NCI-60 one-dose screen, growth in % after 48 h at 10 µM unless noted; 100 = growth as untreated, 0 = no growth, -100 = all killed.
# OVCAR-3 – OVCAR-3 ovarian cancer; 79,000 tested, 7% active; AID 1794787
# OVCAR-4 – OVCAR-4 ovarian cancer cells; 80,000 tested, 3.7% active
# A498 – A498 renal cancer cells. 76,000 tested, 5.4% active
# RXF 393 – RXF 393 renal cancer cells; 77,000 tested, 6.9% active; AID 1794773
# CAKI-1 – CAKI-1 renal cancer. 75,000 tested, 4.7% active
# OVCAR-5 – OVCAR-5 ovarian cancer; 82,000 tested, 2.9% active
# OVCAR-8 – OVCAR-8 ovarian cancer; AID 1794782; 81,000 tested, 4.4% active
# ACHN – ACHN renal cancer; AID 1794771; 81,000 tested, 4.9% active
# An asterisk follows results filed as active; . = not tested or not shown; & = joins results of further samples. Rule for the calls: active = growth percent below 10; inactive = the rest.
# Below each compound: OVCAR-3	OVCAR-4	A498	RXF 393	CAKI-1	OVCAR-5	OVCAR-8	ACHN
1: CN1CCN(Cc2ccc(NC(=O)c3cncc(C#Cc4cnc5ccc(OCC(C)(C)O)nn45)c3)cc2C(F)(F)F)CC1
  -57*	-2.0*	-84*	.	.	-3.1*	6.6*	-33*
2: C#CCOc1cc(-c2nc3sccn3c2-c2ccnc(SC)n2)ccc1F
  .	84	82	92	71	99	90	83
3: COC(=O)[C@]12CC[C@@H](C)[C@H](C)[C@@H]1C1=CC[C@@H]3[C@@](C)(CC#N)C4=C(C[C@@]3(C)[C@]1(C)CC2)OC[C@]4(C)C=O
  -60*	10	-92*	-85*	9.2*	-48*	5.3*	7.2*
4: C/C=C/C=C/C=N/N=C(N)N
  110	94	74	106	98	97	104	96
5: CC(=O)C[n+]1cc2ccccc2c2ccccc21
  105	99	108	90	91	107	105	101
6: COc1ccc(Nc2cc(C)nc(NCc3ccccc3)n2)cc1
  7.0*	47	81	-16*	31	62	24	36
7: Clc1ccc(C2=NN(c3ccc(Cl)cc3)C(c3ccc(Cl)cc3)C2)cc1 (stereo not drawn)
  104	114	88	105	103	109	101	108
8: Oc1ccc(/C=N/N=C(/c2ccccc2)c2ccc3nc(-c4ccc(Cl)cc4)[nH]c3c2)cc1
  .	74	63	77	70	82	77	86
9: COc1ccccc1C(C(=O)O)c1ccccc1 (stereo not drawn)
  103	108	119	108	95	99	104	100
10: c1ccc(CSc2nc3ncncc3[nH]2)cc1
  104	105	101	96	65	126	120	102
11: COc1cc2c(cc1O)CC[C@@H]1C2CC[C@@]2(C)C1CC[C@@H]2O (stereo partly drawn)
  4.7*	65	.	-4.4*	34	-42*	.	62
12: C=CCN(CC=C)C(=O)Nc1cccc2c(NC(=O)N(CC=C)CC=C)cccc12
  108	95	101	96	92	105	105	100
13: COc1cc(/C=C/C(=O)c2ccc(F)cc2)ccc1Oc1nc(Nc2ccc(F)cc2)nc(N(C)C)n1
  64	56	87	.	58	93	43	51
14: CCN(CC)c1ncnc2c1nnn2C
  98	107	89	91	75	87	98	92
15: CC(=O)c1c(C)c(C)c(C(C)=O)c(C)c1C
  116	99	.	111	99	98	98	110
16: NC(CSC(c1ccccc1)(c1ccccc1)c1ccc(F)cc1)C(=O)O (stereo not drawn)
  -40*	49	58	.	.	35	11	57
17: CC(C)(C)SCC(=O)O
  116	85	98	112	95	105	108	103
18: Nc1c(C(=O)NCc2ccccc2)sc2nc3c(cc12)C(=O)CCC3
  115	117	100	123	.	113	114	113
19: O=C(C[n+]1ccnc2ccccc21)c1ccc(Cl)cc1
  82	98	90	112	91	89	89	96
20: O=C(CSc1nnnn1-c1ccccc1)c1cc2cc(Br)cc(Br)c2oc1=O
  109	103	92	108	97	99	93	104

# Some of these compounds in order of SMILES length, rising.
# Below each compound: OVCAR-3	OVCAR-4	A498	RXF 393	CAKI-1	OVCAR-5	OVCAR-8	ACHN
19: O=C(C[n+]1ccnc2ccccc21)c1ccc(Cl)cc1
  82	98	90	112	91	89	89	96
6: COc1ccc(Nc2cc(C)nc(NCc3ccccc3)n2)cc1
  7.0*	47	81	-16*	31	62	24	36
20: O=C(CSc1nnnn1-c1ccccc1)c1cc2cc(Br)cc(Br)c2oc1=O
  109	103	92	108	97	99	93	104
13: COc1cc(/C=C/C(=O)c2ccc(F)cc2)ccc1Oc1nc(Nc2ccc(F)cc2)nc(N(C)C)n1
  64	56	87	.	58	93	43	51

# Carrying on:
# Below each compound: OVCAR-3	OVCAR-4	A498	RXF 393	CAKI-1	OVCAR-5	OVCAR-8	ACHN
21: CCc1cc(O)ccc1Nc1cc(-c2ccc(-n3cccn3)cc2)[nH]n1
  .	49	93	108	45	79	58	44
22: Cc1cnc(N)nc1-c1ccccc1
  115&114	97&106	100&85	107&122	95&89	101&99	105&108	100&103
23: COc1ccc(CN2c3ccccc3Sc3ccccc32)c(C(F)(F)F)c1
  5.6*	44	4.2*	-9.7*	33	65	31	49
24: COC(=O)c1cc(Br)cc(Br)c1N
  113	107	83	104	111	90	98	95
25: COc1ccc(/C=C/C(=O)c2ccc(NC(=O)CSc3nnc(-c4ccc5nc(-c6ccc(OC)cc6)[nH]c5c4)o3)cc2)cc1
  96	93	101	113	94	101	77	102
26: CCOc1ccc(/C=N\N2CCCCCC2)cc1OCC
  104	.	.	103	91	95	101	89
27: O=C(CN1C(=O)C(=O)O/C1=C/c1ccccc1)OCc1ccccc1
  110	112	106	113	95	97	104	102
28: O=C(NCc1ccccc1)NS(=O)(=O)c1ccc(N2N=C(c3cc4ccccc4oc3=O)CC2c2cccs2)cc1 (stereo not drawn)
  106	98	107	123	94	111	103	102
29: CCN1CCN(C2=C(C#N)c3c(sc4c(F)cccc34)C(c3cccc([N+](=O)[O-])c3)N2)CC1 (stereo not drawn)
  100	102	97	103	73	99	96	88
30: N#CSc1ncnc2nc[nH]c12
  42	90	92	119	72	89	78	81
31: CC(C)(C)N1CCC1CN (stereo not drawn)
  103	103	88	155	.	107	97	114
32: NC(=O)CSSCC(N)=O
  114	111	127	117	99	105	101	100
33: CC(=O)c1ccc(S(=O)(=O)Cl)cc1
  114	103	75	107	96	103	98	103
34: COc1cc(C(=O)/C=C/c2cc(-c3cc(OC)c(OC)c(OC)c3)n[nH]2)cc(OC)c1OC
  7.6*	34	29	-84*	8.9*	45	8.1*	-26*
35: CC(C)(C)Nc1c(-c2ccc(-c3ccccc3)cc2)nc2sccn12
  92	92	84	85	74	99	100	90
36: COc1ccc2c(c1)c(CC(=O)Nc1ccc(OC)c(C(N)=O)c1O)c(C)n2C(=O)c1ccc(Cl)cc1
  94	84	85	108	.	106	88	104
37: CC1(C)OC2[C@@H](CNC(=O)NC(=O)NC(=O)CI)O[C@@H](n3cnc4c(NC(=O)Nc5ccccc5)ncnc43)[C@H]2O1 (stereo partly drawn)
  -33*	73	99	55	-69*	93	76	66
38: COc1cc(NC(=O)c2cc(OC)c3ccn(C)c3c2)cc2c1C[C@]1(C)CC[C@@H](O)C(C)(C)[C@H]1O2
  81	85	1.9*	.	.	81	76	37
39: Cc1cc(NCCCCCCNc2cc(C)[n+](C)c3ccccc23)c2ccccc2[n+]1C
  91	103	58	116	98	106	91	98
40: COc1ccc(C2C=C(c3ccc(NCc4nccc(OCC(F)(F)F)c4C)cc3)NC(N)=N2)cc1 (stereo not drawn)
  84	79	84	106	79	97	81	98
41: O=C(O)c1ccccc1C(=O)Nc1ccc([N+](=O)[O-])cc1
  103	111	87	113	.	108	100	.
42: CC(=O)Oc1ccc(CCN2C(=O)CSC2=S)cc1
  .	94	.	70	82	98	103	94
43: COc1cccc(-c2cc(=O)c3cc(O)ccc3o2)c1
  107	96	79	99	.	106	85	100
44: CC1=C(/C=C/C(=O)CC(=O)/C=C/C2=C(C)CCCC2(C)C)C(C)(C)CCC1
  .	68	66	88	.	92	81	64
45: N=C1N=C(N)C2(CCCC2)/C1=C1\Nc2ccccc2S1
  97	111	122	86	98	104	85	102
46: [C-]#[N+]c1c(-c2ccc(OC)cc2)cc(-c2ccc(Cl)cc2)[nH]c1=O
  97	103	75	93	90	120	92	98
47: O=C(O)c1ccc(-n2cc(CNc3cccc(Cl)c3)c(-c3ccc(C(F)(F)F)cc3)n2)cc1
  74	81	83	92	69	111	59	66
48: CC(C)(C)C(=O)OC(CC(F)F)c1ccc2ccccc2c1 (stereo not drawn)
  123	105	99	108	95	103	104	85
49: Fc1cccc(-n2ncc3c(Nc4ccc(-c5nnc(-c6ccccc6)o5)cc4)ncnc32)c1
  116	89	93	110	93	109	101	101
50: CCCNC(=O)Oc1ccc(/C(=C(/C)Cc2ccc(OC)cc2)c2ccc(OCCN3CCCC3)cc2)cc1
  84	61	.	70	.	88	80	79
51: N=C(N)NCCC[C@H](NC(=O)[C@@H](CCCNC(=N)N)NC(=O)[C@H](CCCNC(=N)N)NC(=O)c1ccc(-c2ccc(NC(=O)CCNC(=O)[C@H](CCCNC(=N)N)NC(=O)[C@@H](CCCNC(=N)N)NC(=O)[C@H](CCCNC(=N)N)NC(=O)c3ccc(-c4ccc(NC(=O)CCNC(=O)[C@H](CCCNC(=N)N)NC(=O)[C@@H](CCCNC(=N)N)NC(=O)[C@H](CCCNC(=N)N)NC(=O)c5ccc(-c6ccc(NC(=O)CCN)cn6)nc5)cn4)nc3)cn2)nc1)C(=O)O
  96	85	107	98	97	94	88	100
52: O=C(O)/C=C\C(=O)Nc1ccc2c(c1)Cc1cc(F)ccc1-2
  106	100	109	114	81	107	105	94
53: NC(N)=Nc1ccc(Cc2ccc(N=C(N)N)cc2)cc1
  100	107	100	107	86	99	92	88
54: CCNC(=O)Nc1ccc(NC(=O)c2[nH]c(C)c(Cl)c2Cl)c(OC(C)C)c1
  101	97	83	130	91	103	101	96
55: CC(=O)NC(NC(C)=O)c1cccnc1
  116	112	82	111	98	108	113	107
56: COc1cccc(/C=C2\Oc3cc(OCCCN4CCCC4)ccc3C2=O)c1
  87	112	.	81	85	89	91	93
57: COc1cc2nc(Cl)nc(Nc3cccc(C(=O)/C=C/c4ccccc4)c3)c2cc1OC
  38	71	91	68	48	69	50	14
58: CCOC(=O)Nc1ccc(N=Nc2ccccc2)cc1
  79	62	61	70	60	74	87	54
59: OCC1OCOC(CO)C1O (stereo not drawn)
  115	123	92	107	103	107	102	112
60: O=C1Nc2ccc(Br)cc2/C1=N/c1nc(-c2ccc(Br)cc2)cs1
  95	98	112	96	78	106	98	93

# Screen by screen, from the results shown:
# Nos. 48 to 54 in OVCAR-5, in turn: 103, 109, 88, 94, 107, 99, 103

# (further entries)
# Below each compound: OVCAR-3	OVCAR-4	A498	RXF 393	CAKI-1	OVCAR-5	OVCAR-8	ACHN
61: COc1ccc(NC(=O)n2nc(/C=C\c3ccc(O)c(OC)c3)cc2/C=C\c2ccc(O)c(OC)c2)cc1
  14	52	82	23	38	62	33	26
62: C=CCCCOC1[C@H](OCc2ccccc2)C(OCc2ccccc2)C(OC)O[C@@H]1CNC(=O)c1cccc(-c2ccccc2)c1 (stereo partly drawn)
  112	73	118	88	77	87	97	77
63: COc1cc2nc(N3CCC[C@H](N)C3)nc(N)c2cc1OC
  96	82	115	94	84	79	72	87
64: O=C(N[C@H]1C(O)[C@H](O)C(CO)O[C@H]1O)NS(=O)(=O)c1ccc(Cl)cc1Cl (stereo partly drawn)
  110	108	89	108	94	103	107	102
65: COc1cccc2cc(-c3cc4ccccc4[nH]3)/c(=N\Nc3ccc(Cl)cc3)oc12
  92	86	.	86	69	97	80	70
66: Cc1ccc(-c2nc3cc4nc5ccccc5nc4cc3n2CC(=O)NN)cc1
  100	122	112	130	108	100	105	106
67: Cc1ccc(N=C=Nc2ccc(C)cc2)cc1
  123	127	118	122	101	105	115	110
68: CCCCC/C(=C\c1ccccc1)C1OCC(COCC)O1 (stereo not drawn)
  107	108	109	115	.	104	111	.
69: CC1=CN2C(=O)C3C4=C(CCCC4)SC3N=C2CN1c1c(C)cccc1C (stereo not drawn)
  94	93	92	67	81	94	109	96
70: CC(C)CNCCOC(=O)c1ccc([N+](=O)[O-])cc1
  110	94	90	103	104	100	102	111
71: Cn1ncc2c(N(CCO)CCO)ncnc21
  107	106	115	108	.	99	102	110
72: Cc1[nH]c(C(=O)Nc2ccc(C(=O)NCCN)cc2OC2CCNCC2)c(Cl)c1Cl
  104	105	98	96	99	100	104	101
73: c1csc(Cn2c(-c3cccs3)nc3ccccc32)c1
  87	64	80	100	73	87	91	86
74: C/C(=N\N1C(=O)c2ccccc2NC1c1ccccc1)c1c(O)cc(C)oc1=O (stereo not drawn)
  80	87	75	87	.	95	88	84
75: CCOc1ccc(CCNC(=O)Cc2ccc(OCC)c(OCC)c2)cc1OCC
  101	99	100	101	.	104	92	.
76: CCc1nn2c(-c3ccc(Cl)cc3)c(-c3cc(OC)c(OC)c(OC)c3)nc2s1
  104	74	63	86	66	82	95	86
77: O=C1CC2CC1C(C(=O)O)C2C(=O)O (stereo not drawn)
  107	97	113	107	98	104	105	109
78: NC(=O)Nc1cccc(O)c1
  105	64	89	98	108	100	97	105
79: O=C(O)c1ccnc(Br)c1
  112	107	89	106	98	107	103	108
80: O=C1CCC(=O)NN1
  110	107	102	.	101	107	105	107
81: CC(=O)Nc1cc(C(C)C)c([N+](=O)[O-])cc1C
  93	81	97	107	.	97	97	100
82: CCCCC(CCc1ccccn1)C(=O)c1ccccc1 (stereo not drawn)
  116	110	105	109	99	109	112	116
83: CC1C(Br)C(=O)NC(=O)N1Cc1ccccc1 (stereo not drawn)
  .	102	96	106	97	96	103	101
84: C[C@@H]1CN[C@@H](C)CN1
  113	106	105	117	100	108	101	102
85: CN(C)CCCOc1nn(Cc2ccccc2)c2ccccc12
  97	78	97	55	86	116	88	110
86: O=C1NC(=NC23CC4CC(CC(C4)C2)C3)N/C1=C\c1ccc2ncsc2c1
  -6.2*	8.4*	-11*	-64*	5.2*	-7.7*	10	3.0*
87: COc1ccc(NC(=O)Nc2ccc(OCc3cccc(OC)c3)cc2)cc1
  120	103	100	106	94	105	110	100
88: Cc1cccnc1NC(=O)OC(C)C
  107	86	86	113	105	96	105	109
89: CC1=CC(C)(C(Cl)(Cl)Cl)C(C)=C/C1=N/O (stereo not drawn)
  106	99	84	92	92	99	.	102

# Part of the list above, bar-delimited.
cpd | compound | OVCAR-3 | OVCAR-4 | A498 | RXF 393 | CAKI-1 | OVCAR-5 | OVCAR-8 | ACHN
81 | CC(=O)Nc1cc(C(C)C)c([N+](=O)[O-])cc1C | 93 | 81 | 97 | 107 | . | 97 | 97 | 100
82 | CCCCC(CCc1ccccn1)C(=O)c1ccccc1 (stereo not drawn) | 116 | 110 | 105 | 109 | 99 | 109 | 112 | 116
83 | CC1C(Br)C(=O)NC(=O)N1Cc1ccccc1 (stereo not drawn) | . | 102 | 96 | 106 | 97 | 96 | 103 | 101
84 | C[C@@H]1CN[C@@H](C)CN1 | 113 | 106 | 105 | 117 | 100 | 108 | 101 | 102
